Assay outcomes deposited in PubChem by National Center for Advancing Translational Sciences (NCATS).
TexasRed fluor = Total Fluorescence Counterscreen for Inhibitors of the Interaction of Thyroid Hormone Receptor and Steroid Receptor Coregulator 2. TRb/SRC2 Texas Red total fluorescence interference. Potency, µM (titrated, usually from 106 µM), for the others: at the top dose fluorescence change, negative = quenching. actives 0.29% (n = 280,000). AID 1479, 2009; active = well fitted curve in either direction with a large enough effect; inconclusive = small, poorly fitted or top-dose-only effect
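Flags fluorescent or light-absorbing compounds by total fluorescence, S + 2P, at 555 nm excitation and 632 nm emission. Mixture: 20 nM Texas Red SRC2 peptide, 0.6 uM human TRb LBD, 1 uM T3, 5% DMSO; compound exposure 5 h at ambient temperature.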
TRb-SRC2 inh = qHTS for Inhibitors of the Interaction of Thyroid Hormone Receptor and Steroid Receptor Coregulator 2. actives 0.065% (n = 280,000). TRbeta-SRC2 peptide binding, fluorescence polarization; receptor liganded with 1 µM T3. Potency, µM (doses to about 106 µM), for inactives: at the top dose activity change, negative = inhibition, most hits filed as inhibitors. Thyroid hormone receptor beta (Homo sapiens), P10828. AID 1469, 2008;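 note: plate controls were bound peptide for no effect and peptide without receptor for full effect; nearly all actives have a fitted effect of over 50% in size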
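Polarization signal, normalized between peptide-alone and full complex controls, measured compound effects on T3-liganded human TRb LBD (0.6 uM) binding 20 nM Texas Red SRC2 peptide after 5 hr.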
ALDH1A1 block = qHTS Assay for Inhibitors of Aldehyde Dehydrogenase 1 (ALDH1A1) | Aldehyde dehydrogenase 1A1 (Homo sapiens), P00352 | Purified ALDH1A1, NADH fluorescence, propionaldehyde substrate | actives 7.3% (n = 220,000) | Potency, µM (top dose mostly 75.3 µM), inactives show at the highest dose activity, negative = inhibition, most hits filed as inhibitors; active = well fitted inhibition curve with a large enough effect, not every such curve was filed as active; inconclusive = small, poorly fitted or top-dose-only effect, or another doubt; inactive = no such curve, though single readings can be large or run the other way;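 note: plate controls were no enzyme wells and a reference inhibitor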
Tau ThT inhib = qHTS for Inhibitors of Tau Fibril Formation, Thioflavin T Binding | actives 2.1% (n = 270,000) | Potency, µM (doses to about 57.4 µM), inactives show top-dose activity, negative = inhibition, hits mostly inhibitors | Microtubule-associated protein tau (Homo sapiens), P10636 | recombinant tau K18 P301L, heparin-induced fibrillization, ThT fluorescence | AID 1460, 2008; note: nearly all actives have a fitted effect of over 55% in size
Target sequence (P10636 561-689 P618L limits assumed): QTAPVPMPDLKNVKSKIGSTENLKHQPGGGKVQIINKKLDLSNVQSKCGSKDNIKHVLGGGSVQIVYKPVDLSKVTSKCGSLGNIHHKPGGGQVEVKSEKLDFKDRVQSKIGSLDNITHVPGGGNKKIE
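Recombinant human tau K18 fragment […] carrying P301L, 15 uM unlabeled plus 0.24 uM Alexa 594-labeled, was fibrillized with 20 uM heparin in 100 mM sodium acetate pH 7 for 6 hr at 37 C; 30 uM ThT fluorescence read after 1 hr.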
L3MBTL1 inh = qHTS Assay for the Inhibitors of L3MBTL1 | Lethal(3)malignant brain tumor-like protein 1 (Homo sapiens), Q9Y468 | AlphaScreen L3MBTL1–H3K9me1 peptide binding | Potency, µM (doses to about 57.1 µM), for inactives: top-dose activity, negative = inhibition, hits mostly inhibitors | actives 0.66% (n = 230,000) | AID 485360, 2010; note: nearly all actives have a fitted effect of over 60% in size
Target sequence (Q9Y468 whole entry, looked up): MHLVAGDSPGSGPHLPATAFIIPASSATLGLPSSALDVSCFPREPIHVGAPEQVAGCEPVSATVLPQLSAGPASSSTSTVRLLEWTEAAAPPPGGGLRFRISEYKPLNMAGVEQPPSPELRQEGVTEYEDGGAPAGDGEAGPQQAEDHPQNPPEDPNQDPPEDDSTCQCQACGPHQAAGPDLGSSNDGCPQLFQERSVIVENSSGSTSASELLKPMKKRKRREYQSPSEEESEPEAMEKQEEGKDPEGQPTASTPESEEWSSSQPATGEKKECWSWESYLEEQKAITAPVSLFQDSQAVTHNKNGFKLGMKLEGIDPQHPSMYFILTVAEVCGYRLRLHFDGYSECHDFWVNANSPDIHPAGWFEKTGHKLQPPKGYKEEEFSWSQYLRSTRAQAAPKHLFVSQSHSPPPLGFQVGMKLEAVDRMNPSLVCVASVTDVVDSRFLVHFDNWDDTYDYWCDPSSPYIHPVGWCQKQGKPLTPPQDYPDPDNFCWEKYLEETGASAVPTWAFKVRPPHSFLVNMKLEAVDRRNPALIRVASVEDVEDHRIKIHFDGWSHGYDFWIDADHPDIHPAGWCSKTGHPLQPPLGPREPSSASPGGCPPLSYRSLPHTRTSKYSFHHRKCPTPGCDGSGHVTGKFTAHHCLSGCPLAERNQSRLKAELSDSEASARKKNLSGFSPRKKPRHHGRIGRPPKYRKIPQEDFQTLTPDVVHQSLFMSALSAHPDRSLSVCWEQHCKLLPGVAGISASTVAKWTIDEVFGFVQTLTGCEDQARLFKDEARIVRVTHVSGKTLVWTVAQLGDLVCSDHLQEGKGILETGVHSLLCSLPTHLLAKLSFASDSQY
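L3MBTL1 (50 nM) pre-complexed 30 min with biotinylated H3(1-15)K9me1 peptide (75 nM), then compounds added for 30 min at room temperature; AlphaScreen streptavidin donor/nickel chelate acceptor beads (10 ug/mL final) read after 30 min dark incubation.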
Tau fluor cs = Counterscreen qHTS for Inhibitors of Tau Fibril Formation, Fluorescence Polarization. Potency, µM (doses to about 57.7 µM), inactives show at the highest dose activity change, negative = decrease. actives 0.93% (n = 280,000). tau K18 P301L (four-repeat tau fragment) Alexa594 fluorescence, heparin fibrillization; note: nearly all actives have a fitted effect of over 55% in size
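Human K18 P301L tau (15 uM unlabeled plus 0.24 uM Alexa 594-labeled, final) in 100 mM sodium acetate pH 7 was mixed with compound and 20 uM heparin and incubated 6 hr at 37 C.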
Tau fibril FP = qHTS for Inhibitors of Tau Fibril Formation, Fluorescence Polarization. K18 P301L tau heparin fibrillization, Alexa594 FP, 6 h. actives 0.39% (n = 280,000). Potency, µM (doses to about 57.7 µM), without a hit: at the highest dose activity, negative = inhibition, hits mostly inhibitors; note: nearly all actives have a fitted effect of over 55% in size
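Human K18 P301L fragment (15 uM unlabeled plus 0.24 uM Alexa 594-labeled) in 100 mM sodium acetate pH 7 with compound, aggregation induced by 20 uM heparin for 6 hr at 37 C. ThT (30 uM) added for 1 hr, then Alexa 594 FP read.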
GLA spleen mod = qHTS Assay for Inhibitors and Activators of Human alpha-Galactosidase From Spleen Homogenate; human spleen homogenate, 4MU-alpha-Gal fluorescence, 40 min; Potency, µM (top dose mostly 80 µM), for the others: at the top dose activity change, negative = inhibition, actives largely listed as inhibitors; actives 0.008% (n = 240,000);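 note: 0% = enzyme with vehicle and -100% = no enzyme basal signal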
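qHTS titration in buffer at pH 5.0. Alpha-galactosidase activity in spleen homogenate was measured via 4-methylumbelliferone release from 1 mM fluorogenic substrate after 40 min at 37C and a pH 10 stop. AC50 came from Hill fits of control-normalized data.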
Starred values were filed as active, the others as inactive; ? = inconclusive; . = not tested or not shown; [ ] = dose if it differs, or a comment. Unless noted, calls come from the whole dose curve; as a rule, active = well fitted curve in the direction sought with a large enough effect; inconclusive = small, poorly fitted or top-dose-only effect, or another doubt; inactive = no such curve, though single readings can be large; an effect the other way counts as inactive or inconclusive. Unless noted, % is set by controls: 0 for no effect and ±100 for the full control effect; potency is the fitted concentration of half-maximal effect. The order is random; any-hit rate near 8.5%.

Structure | TexasRed fluor | TRb-SRC2 inh | ALDH1A1 block | Tau ThT inhib | L3MBTL1 inh | Tau fluor cs | Tau fibril FP | GLA spleen mod
O=C(COc1ccc(S(=O)(=O)N2CCCC2)cc1Cl)NC1CC1 | -2% | -16% | 3% | -3% | 3% | 7% | 2% | 1%
COc1cc(/C=C/c2cc(C(=O)O)c3ccccc3n2)ccc1OC(F)F | 0% | 0% | . | -17% | -1% | -11% | -4% | 4%
CCOc1ccc(-c2nonc2NC(=O)c2oc3cc(C)ccc3c2C)cc1 | -1% | 7% | . | 0% | . | -26% | -14% | .
Nc1nnc(-c2cn(-c3ccccc3)nc2-c2ccc(Cl)cc2)o1 | -1% | 14% | -8% | -12% | 1% | ? | ? | -1%
CCO[C@H]1OC(C(=O)NCc2ccccc2)=C[C@@H](c2coc3ccccc3c2=O)[C@@H]1CCCO | -1% | -6% | 0% | ? | 14% | -2% | 9% | 7%
Cc1noc(Cn2c(=O)c3cc4c(cc3n(CC(=O)Nc3cccc(Cl)c3)c2=O)OCO4)n1 | -2% | -4% | . | 15% | . | ? | ? | .
COc1cccc(C(=O)Nc2nnc(-c3ccc(Cl)cc3)o2)c1 | -3% | 1% | . | -5% | . | 9% | -4% | 3%
CCn1c(N2CCN(C(=O)/C=C/c3ccccc3)CC2)nc2ccccc21 | 0% | 2% | -7% | -13% | 3% | -5% | 0% | 5%
O=[N+]([O-])c1c(Nc2ccccc2O)ccc2nonc12 | -1% | 0% | 5% | 1% | . | 1% | 1% | -3%
CCC(=O)Oc1ccc(C2Nc3ccccc3-c3nnc(SC)nc3O2)cc1 (stereo unspecified) | ? | -3% | . | ? | . | -9% | -4% | .
CCOC(=O)C1CCCN(c2c(C(=O)c3ccccc3)cnc3ccc(OC)cc23)C1 (stereo unspecified) | 1% | -1% | ? | -11% | . | -3% | 1% | -1%
CC(=O)c1cccc(NC(=O)N2CCN(S(C)(=O)=O)CC2)c1 | 0% | -1% | 6% | -5% | -4% | -1% | 1% | -4%

Given field by field: part of the list above
compound: CCO[C@H]1OC(C(=O)NCc2ccccc2)=C[C@@H](c2coc3ccccc3c2=O)[C@@H]1CCCO
  TexasRed fluor: -1%
  TRb-SRC2 inh: -6%
  ALDH1A1 block: 0%
  Tau ThT inhib: ?
  L3MBTL1 inh: 14%
  Tau fluor cs: -2%
  Tau fibril FP: 9%
  GLA spleen mod: 7%

compound: Cc1noc(Cn2c(=O)c3cc4c(cc3n(CC(=O)Nc3cccc(Cl)c3)c2=O)OCO4)n1
  TexasRed fluor: -2%
  TRb-SRC2 inh: -4%
  ALDH1A1 block: .
  Tau ThT inhib: 15%
  L3MBTL1 inh: .
  Tau fluor cs: ?
  Tau fibril FP: ?
  GLA spleen mod: .

compound: COc1cccc(C(=O)Nc2nnc(-c3ccc(Cl)cc3)o2)c1
  TexasRed fluor: -3%
  TRb-SRC2 inh: 1%
  ALDH1A1 block: .
  Tau ThT inhib: -5%
  L3MBTL1 inh: .
  Tau fluor cs: 9%
  Tau fibril FP: -4%
  GLA spleen mod: 3%

compound: CCn1c(N2CCN(C(=O)/C=C/c3ccccc3)CC2)nc2ccccc21
  TexasRed fluor: 0%
  TRb-SRC2 inh: 2%
  ALDH1A1 block: -7%
  Tau ThT inhib: -13%
  L3MBTL1 inh: 3%
  Tau fluor cs: -5%
  Tau fibril FP: 0%
  GLA spleen mod: 5%

Remaining list, next part:
Structure | TexasRed fluor | TRb-SRC2 inh | ALDH1A1 block | Tau ThT inhib | L3MBTL1 inh | Tau fluor cs | Tau fibril FP | GLA spleen mod
COc1ccc(CN(CC(=O)NCc2ccccc2)C(=O)c2csnn2)cc1 | 1% | -4% | ? | -12% | 3% | -19% | -2% | -4%
CC1=C(c2ccc(C(C)C)cc2)S(=O)(=O)N=C1N1CCC(C(=O)Nc2ccc(C)cc2)CC1 | -2% | -1% | . | ? | . | -11% | -4% | .
CCCN(CCC)CCCNC(=O)CCNS(=O)(=O)c1ccc(Br)cc1 | -1% | 0% | -13% | -10% | 8% | -10% | 8% | 1%
CCC(Sc1nc(-c2ccccc2F)nc2c1Cc1c(CO)cnc(C)c1O2)C(=O)Nc1cc(C)ccc1C (stereo unspecified) | -2% | -7% | . | -1% | . | 3% | -1% | .
CCOC(=O)/C=c1\s/c(=C\c2ccc(C(F)(F)F)cc2)c(=O)n1CC(=O)NCc1ccco1 | ? | -4% | 12% | -9% | -8% | -7% | -1% | -8%
CCN(Cc1ccncc1)Cc1c(O)ccc2cc(Br)ccc12 | 3% | -5% | 0.56µM* | ? | -17% | ? | 0% | -2%
Cc1ccccc1NC(=O)c1c(C)oc2ccc(O)c(CN3CCCC3)c12 | 6% | -6% | . | -9% | . | -10% | 0% | .
NC(=O)C1CCN(C(=O)CSc2nc3ccccc3o2)CC1 | 1% | 3% | 19% | -3% | -6% | -4% | -9% | -15%
C=CCOC(=O)N[C@@H](c1ccccc1)[C@@H](C)[N+](=O)[O-] | -1% | 1% | 9% | 2% | . | -3% | 4% | 8%
Cc1cccc(OCc2nnc(N)s2)c1C | -3% | -8% | 0% | -11% | -3% | -10% | ? | -3%
COc1ccc(-c2cc(-c3ccc(C)cc3)nc(SCc3nnc(-c4ccccc4)o3)c2C#N)cc1OC | -2% | -5% | ? | -2% | 4% | -2% | -19% | 1%
COc1cc(OC)c(NC(C)C(=O)NCc2ccccc2)cc1Cl (stereo unspecified) | -1% | 13% | -16% | ? | . | -22% | -3% | 3%
COc1ccc(C(=O)N2CCC(C(=O)Nc3ccc(C)cc3)CC2)cc1 | -1% | 6% | -2% | -3% | . | -7% | 3% | 4%
CCOC(=O)c1ccc(-n2ncc(C(=O)OCC)c2N)cc1 | 0% | 1% | ? | -13% | -1% | -1% | 4% | 5%
COc1ccc(CNC(=O)c2cc3ccccn3n2)cc1OC | 2% | 2% | . | 4% | . | 0% | 3% | .
Cc1ccc2nc(-c3ccncc3)cc(C(=O)Nc3ccc(OC(F)F)cc3)c2c1 | -1% | 1% | 7% | 13% | 1% | -28% | -9% | -5%
O=C(NCc1ccc(Cl)cc1)c1cnc2sc(N3CCOCC3)nn2c1=O | -1% | -4% | . | 3% | . | 0% | 7% | .
Cc1ccc(-c2nnc(-c3cc(C)on3)o2)cc1 | 2% | 1% | . | . | . | -13% | 2% | -2%
O=C(CCc1ccccc1)Nc1ccc(S(=O)(=O)N2CCCC2)cc1 | -3% | 3% | 13µM* | -9% | 13% | -22% | -13% | -7%
CCC(C)NC(=O)CSc1nc2ccsc2c(=O)n1-c1ccc(OC)cc1 (stereo unspecified) | -2% | -14% | -3% | -7% | ? | -6% | -2% | -10%
CCc1nn2c(=O)cc(COC(=O)c3ccc(NC(=O)COc4ccccc4C)cc3)nc2s1 | -1% | -5% | . | 1% | . | 10% | -5% | .
CC1CCN(c2c([N+](=O)[O-])nn(-c3ccc4c(c3)OCCO4)[n+]2[O-])CC1 | 0% | 5% | ? | ? | . | ? | ? | -4%
Cc1nc(CC(=O)N/N=C/c2ccc(OCC(=O)O)cc2)cs1 | -6% | -4% | . | 0% | . | 7% | 1% | -5%
CCN(CC)C(=O)c1cn(C)c2ccc(S(=O)(=O)N(CC)CC)cc2c1=O | -3% | 0% | -13% | 0% | 7%[11.4 µM] | 1% | -2% | -3%
Cc1ccc(CCNC(=O)c2cc(C)nn2-c2ccccc2)cc1 | -1% | -12% | . | . | . | -18% | 2% | 19%
O=Cc1ccc(N2CCCC2)c(F)c1 | -1% | 4% | 1.6µM* | -8% | . | -2% | 13% | 0%
S=c1[nH]nc(-c2ccncc2)n1/N=C/C=C/c1ccco1 | -3% | -4% | ? | ? | 18µM* | -23% | -4% | 0%
CCc1cc2c(SCC(=O)N3CC(=O)Nc4ccccc43)ncnc2s1 | 1% | 0% | -12% | -7% | -2% | -18% | -9% | -7%
CN1CCN(c2ccc(S(=O)(=O)N3CCCCC3)cc2NC(=O)Cc2ccccc2F)CC1 | 0%[53 µM] | -6%[53 µM] | -3% | 13% | 8% | 1% | -8% | 2%
O=C(NCC1CCCO1)C1c2ccccc2C(=O)N1C1CCCCCCC1 (stereo unspecified) | -2% | 2% | -12% | 2% | -8% | -4% | -10% | 2%
COc1ccc(NC(=O)c2cc(C(C)C)on2)cc1OC | -3% | -14% | ? | -10% | -6% | -10% | 1% | -1%
NCC1OC(OC2C(N)CC(N)[C@@H](O)[C@@H]2OC2O[C@H](CO)[C@@H](O[C@@H]3OC(CN)C(O)C(O)C3N)C2O)C(N)C(O)C1O (stereo partly specified) | 0% | -2% | 3% | -3% | . | -2% | 1% | 9%
CC(NC(=O)c1ccc(N(C)C)cc1)c1ccc(F)cc1 (stereo unspecified) | -1% | -3% | 2% | -9% | 0% | -10% | -3% | 6%
CCOc1ccc(C(=O)CSc2nnc(C3CC3)n2C)cc1 | -1% | 7% | 7.9µM* | -14% | 8% | -6% | -4% | -2%
